Bioassay records as filed in PubChem.
Peg3 promoter: reduces Peg3 promoter-driven luciferase expression in HeLa. HeLa PEG-Prom luciferase reporter, luminescence, overnight. inhibition, % at 20 µM. hit rate 1.7% among 360,000;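 active = inhibition of at least 50% at 20 µM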
EBV LMP1 NFkB: inhibitors of Epstein-Barr LMP1-induced NF-kappaB reporter | LMP1-induced NF-kappaB luciferase reporter cells, luminescence | inhibition, % at 12.5 µM | hit rate 0.69% among 350,000; in the data active = inhibition above about 41%;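 also: 0% = neutral control wells and 100% = reference inhibitor control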
C8 TRAIL sens: sensitizes caspase-8 expressing cells to TRAIL; inhibition (viability loss, TRAIL sensitization), % at 10 µM; hit rate 1% among 360,000; NB7+C8 cells + TRAIL, ATPlite viability luminescence;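 active = compounds causing at least 50% loss of cell viability in the single-dose screen, relative to plate controls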
Shn3 3UTR inh: inhibitors of Schnurri-3 3'UTR reporter in osteoblasts | Clone20 osteoblast Shn3 3'UTR firefly luciferase, 24 h | inhibition, % at 12.5 µM | hit rate 0.52% among 360,000 | AID 588674;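 active = mean inhibition of at least 75% with every replicate also reaching 75%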;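 also: 0% = median of neutral control wells and 100% = pilot-screen positive control compound; some compounds past the cut are filed as inactive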
KKLEB cytotox: counter-screen for CF NF-kB inhibitors: cytotoxicity; hit rate 0.36% among 360,000; KKLEB CF airway cells viability, ATPlite luminescence, overnight; hits give low values; cells stimulated with P. aeruginosa culture filtrate; AID 602141; activity change (cytotoxicity), % at 5 µM;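 active = corrected activity change at or below -50% at 5 µM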
MITF TRPM1 inh: reduces MITF-dependent TRPM1 promoter luciferase signal. hit rate 0.83% among 330,000. SK-MEL-5 TRPM1 promoter luciferase, 24 h. AID 488899. inhibition, % at 12.5 µM;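 active = mean inhibition across replicates of 60% or more, whatever share of single replicates reaches that level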; also: values of inactives mirror those of a sister screen read the other way
NR2E3 ag-1: human photoreceptor-specific nuclear receptor agonism; Q9Y5X4; CHO-S Gal4-NCOR/VP16-NR2E3 two-hybrid, luciferase; inhibition of corepressor binding, % at 3.98 µM; hit rate 0.35% among 360,000; AID 602229;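 active = inhibition above the mean of all tested compounds plus 3 SD, cut at about 70% in these data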;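 also: 0% = DMSO with NR2E3 transfected cells and 100% = cells lacking NR2E3 construct; higher means lower luciferase signal from less NR2E3 corepressor binding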
Target sequence (Q9Y5X4 whole entry, looked up, the tested form may be a part): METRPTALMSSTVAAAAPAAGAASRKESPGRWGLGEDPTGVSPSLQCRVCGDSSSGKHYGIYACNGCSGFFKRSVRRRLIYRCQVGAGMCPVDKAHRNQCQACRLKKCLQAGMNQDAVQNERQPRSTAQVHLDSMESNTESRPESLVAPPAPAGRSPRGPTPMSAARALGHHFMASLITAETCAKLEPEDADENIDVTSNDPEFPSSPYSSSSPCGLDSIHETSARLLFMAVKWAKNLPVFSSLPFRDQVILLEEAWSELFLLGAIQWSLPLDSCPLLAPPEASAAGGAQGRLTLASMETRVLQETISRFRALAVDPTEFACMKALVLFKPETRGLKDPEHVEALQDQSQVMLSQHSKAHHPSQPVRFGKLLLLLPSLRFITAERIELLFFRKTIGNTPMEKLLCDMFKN
hiPSC survival: hiPSC single-cell survival enhancement; hit rate 0.044% among 360,000; AID 602274; ATPlite luminescence; 100% = ROCK inhibitor wells, 0% = DMSO; survival enhancement, % at 20 µM; in the data active = survival enhancement above about 18%;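 also: cells exposed to compounds for 16 hours before the ATP read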
HIF-2a block: blocks HIF-2a reporter activity. 786-0 RCC cells HIF-2a reporter, luciferase luminescence, overnight. inhibition, % at 18.8 µM. hit rate 0.72% among 360,000;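 active = inhibition of the luminescence signal of 40% or more relative to plate controls, in a single-dose primary screen at 18.75 µM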
NR2E3 ag-2: NR2E3 (human) agonism; Q9Y5X4; GST-NR2E3/biotin-RetCOR TR-FRET, 1536-well; inhibition of corepressor binding, % at 4.78 µM; hit rate 0.12% among 320,000; AID 2300;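 active = percent inhibition above the cutoff of mean plus 3 SD of all tested compounds, set per screening campaign, cut at about 20% in these data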;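 also: 0% = DMSO wells and 100% = biotin wells as full block of FRET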
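Format: 1536-well format; test system: GST-NR2E3 and biotin-RetCOR proteins; read-out basis: percent inhibition of TR-FRET ratio; timing: 5 h incubation at 4 °C; detection: time-resolved FRET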
CF NFkB inh: blocks PAF-induced NF-kB reporter in cystic fibrosis cells. hit rate 0.86% among 360,000. inhibition, % at 5 µM. KKLEB NF-kB-GFP reporter, GFP fluorescence overnight. AID 588850;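 active = at least 50% inhibition at 5 µM, scaled per plate between neutral and stimulator controls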;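 also: PAF is a Pseudomonas aeruginosa culture filtrate used as stimulus; plate controls were PAF-stimulated DMSO wells for no effect and unstimulated DMSO wells for full effect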
Active calls of the source: *; . = no result given. An excerpt. The share of hits here may be higher or lower than overall.

SMILES | Peg3 promoter | EBV LMP1 NFkB | C8 TRAIL sens | Shn3 3UTR inh | KKLEB cytotox | MITF TRPM1 inh | NR2E3 ag-1 | hiPSC survival | HIF-2a block | NR2E3 ag-2 | CF NFkB inh
NC(=O)c1ccccc1NS(=O)(=O)c1ccc(S(=O)(=O)N2CCCC2)cc1 | 13.1 | 0.0 | -16.6 | -22.3 | 10.0 | -12.6 | 12.2 | -0.9 | -8.9 | 0.1 | 14.9
CN(C)CCN1CCN(C2CN(Cc3ccc(F)cc3)S(=O)(=O)C2)CC1 (stereo not given) | -4.7 | . | -15.2 | 16.0 | 12.8 | . | -11.3 | -0.9 | 4.3 | . | -19.3
NS(=O)(=O)c1ccc(N2N=C(c3ccccc3)CC2c2ccccc2Cl)cc1 (stereo not given) | 35.3 | 4.5 | -15.9 | 8.5 | -9.5 | 5.0 | -2.6 | -1.0 | 10.6 | . | 36.0
COc1ccccc1-c1nnc(SC)n1C | 8.5 | 0.5 | 0.3 | 7.4 | 10.9 | 2.3 | -12.6 | 3.1 | 10.8 | 0.5 | 3.3
O=C1c2cccc3cccc(c23)C(=O)N1CC1CCN(S(=O)(=O)c2ccc(F)cc2)CC1 | -14.8 | 8.4 | -2.1 | 9.0 | 4.2 | -1.2 | -20.7 | 4.7 | -7.3 | -2.2 | 3.8
CC1CCCCC12NC(=O)N(CC(=O)Nc1ccc3[nH]c(=O)[nH]c3c1)C2=O (stereo not given) | -4.0 | -3.9 | -0.7 | 1.5 | 2.4 | -3.6 | -24.3 | -0.4 | 3.6 | -2.1 | -15.8
CN(C)S(=O)(=O)c1ccc(Cl)c(NC(=O)COC(=O)/C=C/c2ccc(S(=O)(=O)N3CCOCC3)cc2)c1 | 15.0 | -6.6 | 10.1 | -5.9 | 1.7 | -8.7 | -6.5 | -0.5 | 19.9 | -1.1 | 11.7
O=C(OCC(=O)N1CCN(Cc2ccccc2)CC1)c1cc(Cl)ccc1[N+](=O)[O-] | 0.9 | -3.5 | -6.2 | 12.5 | 17.4 | -0.3 | 1.6 | -0.3 | 6.0 | 6.5 | -8.6
Cc1ccc(SCc2nc3ccccc3n2CC(=O)Nc2ccc(Cl)cc2)cc1 | 11.3 | -8.8 | 5.8 | 10.7 | -15.7 | -3.5 | -10.4 | 4.6 | -22.1 | 2.0 | -4.2
O=C(Cc1ccccc1)N1CCN(c2ccc([N+](=O)[O-])cc2)CC1 | 11.4 | 9.4 | -14.5 | 26.1 | -6.3 | -0.5 | -37.0 | -0.6 | -0.6 | 0.9 | 7.8
CCOc1ncccc1C(=O)OCc1nnc(-c2ccccc2)o1 | -7.0 | -3.7 | 6.7 | -14.9 | -3.1 | -7.5 | 1.5 | -2.3 | -14.3 | -2.1 | 11.5
Cc1cc(Cn2nc(-c3ccccc3)cc2C(=O)NCC2CC2)on1 | 10.1 | 3.0 | -3.7 | -21.1 | -3.0 | 8.1 | -3.2 | 2.1 | -3.0 | -0.3 | 23.4
COc1ccc(C(=O)Nc2ccc(Nc3ccccc3)cc2)cc1Br | -21.6 | -10.5 | 18.4 | 3.8 | -0.7 | -8.0 | 7.5 | -0.3 | -5.8 | -0.1 | -17.9
CCn1c(C)nc2cc(C(=O)NNS(=O)(=O)c3cc(Br)ccc3Br)ccc21 | 15.9 | -3.3 | 14.3 | -7.2 | 9.4 | 6.0 | -2.7 | -0.5 | 20.4 | 1.3 | -14.6
Cc1ccc(NC(=O)COC(=O)C2=NN(c3ccccc3)C(=O)CC2)c(Br)c1 | -1.9 | 1.7 | 1.3 | 7.0 | -5.7 | 2.2 | 10.3 | -0.6 | -1.2 | 3.5 | 0.8
COCCNc1c([N+](=O)[O-])c(=O)n(-c2ccccc2)c2ccccc12 | 18.5 | -8.4 | -1.4 | 9.9 | -3.0 | -5.1 | -14.2 | -0.4 | 22.6 | 2.0 | 10.6
NC(=S)Cc1nc(-c2ccccc2)cs1 | -26.4 | -4.4 | 1.4 | -4.7 | 20.3 | 2.6 | 1.3 | 1.3 | -7.5 | 0.7 | -18.8
O=C1Nc2ccccc2/C1=C/C(=O)c1cccs1 | 39.2 | -3.3 | 5.9 | 23.1 | -20.0 | 44.3 | -12.4 | -6.3 | 54.0* | 2.3 | 35.0
CCCCCn1c(SCC2CCCO2)nc2cc(C(=O)N3CCC(C(N)=O)CC3)ccc2c1=O (stereo not given) | 22.5 | -10.8 | -5.1 | 10.8 | 12.5 | -10.3 | -6.7 | 3.4 | -8.9 | 3.8 | -12.2
COc1ccc2cc(C=NS(=O)(=O)c3ccc(C)cc3)n(C)c2c1 | -8.5 | 16.8 | 0.1 | -10.3 | -5.3 | -8.1 | -10.2 | 4.9 | 3.8 | 3.6 | 10.5
COc1ccc(C(=O)NCc2nnc(SCC(=O)Nc3ccc4c(c3)OCO4)o2)cc1 | 17.1 | -4.2 | 6.5 | -26.1 | -5.1 | 3.1 | -20.4 | -0.9 | 10.0 | 1.1 | 13.3
COc1ccc(S(=O)(=O)N2C[C@H]3CON(C)[C@H]3C[C@H]2c2cccc(Br)c2)cc1 | 6.8 | -2.2 | 5.7 | 4.5 | 7.1 | 1.0 | 13.1 | 0.9 | 6.0 | . | -20.9
CCC(C)Sc1ccc([C@H]2N[C@@](Cc3ccccc3)(C(=O)OC)[C@H]3C(=O)N(CC)C(=O)[C@@H]23)cc1 (stereo not given in full) | 21.0 | -3.8 | 10.7 | 23.1 | -2.7 | 9.2 | -27.2 | 12.0 | 7.4 | 0.2 | 10.4
CCCN(C)C[C@H]1OCc2cnnn2CCCC(=O)N([C@H](C)CO)C[C@@H]1C | -2.1 | . | -2.8 | 45.2 | 2.9 | . | 1.2 | 3.2 | 8.8 | . | -9.1
CN(CC(=O)Nc1ccc(F)cc1)C(=O)C1CCCC1 | -9.7 | 2.9 | -9.0 | -6.3 | 12.0 | -9.8 | -3.8 | 1.0 | -16.0 | -1.1 | 11.7
COc1ccc([C@@H]2CC(=O)[C@@H]3CN(S(=O)(=O)c4ccc(C)cc4)[C@H](c4ccccc4)C[C@@H]3N2S(=O)(=O)c2ccccc2)cc1 | -5.9 | . | 3.0 | 0.2 | -22.5 | . | -1.9 | -0.6 | 11.0 | . | -1.0
O=C(COc1cccc2ccccc12)NNC(=O)CSCCO | -0.3 | 1.7 | 11.8 | -34.4 | 5.2 | 11.7 | -13.4 | 1.2 | 3.0 | 3.6 | -0.3
CSc1sccc1/C=N/NC(=O)c1ccncc1 | 4.0 | -2.4 | 0.9 | 2.5 | -2.3 | 10.8 | -50.6 | 1.9 | -11.1 | -3.3 | 12.0
O=[N+]([O-])c1ccccc1/C=N/Nc1nccnc1Cl | -204.9 | -16.3 | -11.5 | -47.6 | 7.0 | -43.8 | -85.6 | -3.1 | -173.9 | 1.6 | -7.1
Cc1ccc(N(CC(=O)NCc2ccccc2)C(=O)CCC(=O)Nc2ccccn2)c(C)c1 | 6.4 | -5.6 | -18.6 | 9.2 | 2.0 | 11.6 | -2.3 | 0.9 | 14.0 | 5.0 | -0.5
COc1cc(/C=C/C(=O)OCC(=O)Nc2cc(C)c(C)cc2[N+](=O)[O-])ccc1O | -4.3 | -4.1 | 27.7 | 3.4 | -1.0 | 17.4 | -8.1 | 0.6 | -0.2 | 1.9 | 7.0
CC1(C)NC(=O)N(Cc2cc(=O)n3ccsc3n2)C1=O | 17.1 | -5.6 | -0.3 | 6.3 | 2.9 | 6.1 | -18.9 | -0.4 | 1.2 | 1.6 | 0.5
CCc1ccc(Nc2nc(N)nc(CSc3nc4ccccc4s3)n2)cc1 | 18.5 | 0.5 | 0.3 | 1.1 | -9.5 | -8.0 | -15.3 | 0.5 | 13.4 | -0.2 | -3.9
O=C(COc1ccc2ccc(=O)oc2c1)NC1CCN(Cc2ccccc2)CC1 | -0.9 | -1.6 | -7.8 | 13.9 | -21.4 | 5.8 | 2.1 | 0.4 | 15.5 | 0.8 | -8.6
CCOc1c(Cl)cc(CNCC(O)c2ccccc2)cc1OC (stereo not given) | 5.8 | 11.2 | -6.4 | -29.6 | 10.1 | -3.1 | 8.5 | -1.8 | 9.3 | -0.3 | -1.6
Cc1ccc(C(=O)/C=C/N(C)C)cn1 | -4.4 | -0.4 | -2.0 | 19.4 | 5.0 | -0.5 | -33.7 | -0.5 | -6.3 | 1.9 | 0.6
COc1ccc(-c2csc3ncnc(N4CCN(Cc5ccccc5)CC4)c23)cc1 | 36.3 | 13.8 | 32.6 | 24.4 | -3.5 | -3.5 | -23.5 | 1.6 | 11.7 | 3.1 | 30.9
Cn1cnnc1Sc1nc2c(c(=O)n(C)c(=O)n2C)n1Cc1ccccc1Cl | -1.9 | -2.9 | -13.7 | -4.7 | 9.4 | 7.4 | -0.7 | -2.1 | 22.4 | -2.7 | -10.9
O=C1C2C3C=CC(CNS(=O)(=O)c4ccccc4[N+](=O)[O-])(O3)C2C(=O)N1c1ccccc1 (stereo not given) | -1.2 | 7.9 | -7.6 | 14.4 | -27.6 | -2.3 | -13.8 | 0.0 | 4.4 | -0.6 | 0.3
N#C/C(=C\c1cccnc1)C(=O)Nc1cccc2ccccc12 | 2.4 | 1.2 | 2.8 | 26.4 | -7.4 | 27.3 | -31.4 | 2.7 | 20.4 | 1.4 | -3.2
CCOc1ccccc1NC(=S)N1CCC(NC(=O)NC23CC4CC(CC(C4)C2)C3)CC1 | 11.9 | -1.7 | -7.8 | 11.6 | 14.2 | 4.4 | 5.8 | -1.1 | 13.1 | 1.2 | 0.8
O=S(=O)(NC1CCCCC1Nc1ccc(Cl)cc1)c1ccccc1 (stereo not given) | 14.4 | 13.6 | 4.5 | -1.9 | -3.9 | 7.0 | -15.8 | 1.8 | 21.3 | -0.6 | 8.0
CN(C)c1cc(-c2cccc(C(F)(F)F)c2)oc(=O)c1Cl | 9.4 | 10.2 | -2.2 | -5.9 | -4.4 | 3.3 | -2.2 | -0.6 | -0.6 | 0.4 | -0.1
N#Cc1nc(COc2cccc(Cl)c2)oc1NCCN1CCOCC1 | 3.8 | -3.3 | -3.6 | -0.4 | -3.1 | 2.4 | 7.3 | 0.2 | 7.8 | 0.9 | -3.1
COc1ccnc(Nc2cccc(C)c2)c1C#N | 11.1 | 4.9 | 0.0 | -18.5 | 0.7 | 5.3 | 5.3 | 1.4 | 14.4 | -0.1 | 12.3
CC(C)(C)N=C(NS(=O)(=O)c1cccs1)c1ccccc1 | 19.6 | -8.0 | -0.8 | 0.3 | -10.4 | -0.8 | -12.6 | -0.5 | 18.9 | . | 8.6
CN(C)CCN1CCc2ccccc21 | -1.8 | 4.9 | 2.1 | -11.5 | -7.2 | 4.4 | -18.4 | -1.7 | 10.2 | 0.1 | 4.7
CCn1cc(Br)c(C(=O)Nc2sc3c(c2C(N)=O)CCCC3)n1 | -52.3 | -9.6 | 13.8 | -3.0 | -16.8 | -21.3 | -22.4 | -0.1 | -56.2 | 2.1 | -8.4
